SARS 3CLpro inh: SARS-CoV 3CLpro protease inhibition; P0C6X7; recombinant SARS-CoV 3CLpro, quenched FRET peptide cleavage; inhibition, % at 6 µM; 290,000 tested, 0.14% active; AID 1706; in the data active means inhibition above about 12%
DUSP3 inh: inhibitors of human VHR1 phosphatase (DUSP3); inhibition, % at 13.3 µM; P51452; recombinant VHR phosphatase, pNPP absorbance; 290,000 tested, 0.52% active; in the data active means inhibition above about 50%; further: some compounds called inactive have numbers as strong as hits
Target sequence (P51452 whole entry, looked up): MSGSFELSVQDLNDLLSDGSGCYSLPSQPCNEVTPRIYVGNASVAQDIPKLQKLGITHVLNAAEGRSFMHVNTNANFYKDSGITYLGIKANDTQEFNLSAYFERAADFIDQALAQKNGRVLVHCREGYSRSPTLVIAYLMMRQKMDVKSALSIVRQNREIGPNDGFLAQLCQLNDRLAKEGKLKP
SSB-PriA inh: blocks PriA binding to SSB C-terminal tail; AID 1272365; inhibition, % at 33 µM; AlphaScreen SSBct-PriA binding, biotinylated peptide; 430,000 tested, 0.6% active; in the data active means inhibition mostly above about 37%, no sharp cut-off; inactive means mostly below about 20%;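 further: plate controls were negative control peptide for no effect and reference peptide for full effect; strong numbers were not always called active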
GDH-TPI counter: inhibits GDH-TPI coupling enzymes, artifact for Mtb FBA screen; GDH-TPI coupled enzyme counterscreen, NADH absorbance; inhibition, % at 4.8 µM; 360,000 tested, 1.2% active; in the data active means inhibition above about 30%;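 further: 0% = DMSO wells and 100% = wells lacking the enzyme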
MazF activator: activators of E. coli MazEF toxin-antitoxin RNase. activation, % at 20 µM. P0AE70. FAM/BHQ RNA-DNA oligo cleavage fluorescence, 5 h. 350,000 tested, 0.32% active; in the data active means activation above about 50%
Target sequence (P0AE70 whole entry, looked up): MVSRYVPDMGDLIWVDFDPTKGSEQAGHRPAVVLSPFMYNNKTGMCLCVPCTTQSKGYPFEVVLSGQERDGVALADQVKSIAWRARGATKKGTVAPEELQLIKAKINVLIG
Mtb UGM inh: Mtb UDP-galactopyranose mutase inhibition | P9WIQ1 | AID 504406 | 320,000 tested, 0.06% active | inhibition, % at 10 µM | purified UGM, fluorescence polarization probe displacement; in the data active means inhibition above about 10%, passing the limit was not always enough
Target sequence (P9WIQ1 whole entry, looked up): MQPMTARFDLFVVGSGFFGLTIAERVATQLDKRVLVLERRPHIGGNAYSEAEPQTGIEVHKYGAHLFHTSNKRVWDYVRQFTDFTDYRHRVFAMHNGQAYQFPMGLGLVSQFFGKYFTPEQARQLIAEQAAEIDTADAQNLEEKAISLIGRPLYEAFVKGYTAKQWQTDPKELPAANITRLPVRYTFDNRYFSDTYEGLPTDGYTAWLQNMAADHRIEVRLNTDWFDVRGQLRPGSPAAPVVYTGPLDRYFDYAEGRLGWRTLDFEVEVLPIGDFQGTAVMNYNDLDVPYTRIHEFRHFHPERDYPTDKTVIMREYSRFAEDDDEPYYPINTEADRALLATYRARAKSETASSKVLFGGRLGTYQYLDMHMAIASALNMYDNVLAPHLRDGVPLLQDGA
Vc quorum ag: inducers of Vibrio cholerae quorum light production without autoinducers; V. cholerae BH1578 lux reporter, luminescence, 6 h; 350,000 tested, 0.16% active; activation, % at 18.7 µM; AID 588436; in the data active means activation mostly above about 9.7%, no sharp cut-off; further: not every result past the cut was called active; inactives centre near 0; reference of the scale not given here
FBA Mtb inh: inhibits M. tuberculosis FBA enzyme; P9WQA3; inhibition, % at 1 µM; AID 588726; 360,000 tested, 2.3% active; purified M. tuberculosis FBA, fluorescence read-out; in the data active means inhibition above about 27%;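 further: 0% = vehicle and 100% = reference inhibitor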
Target sequence (P9WQA3 whole entry, looked up): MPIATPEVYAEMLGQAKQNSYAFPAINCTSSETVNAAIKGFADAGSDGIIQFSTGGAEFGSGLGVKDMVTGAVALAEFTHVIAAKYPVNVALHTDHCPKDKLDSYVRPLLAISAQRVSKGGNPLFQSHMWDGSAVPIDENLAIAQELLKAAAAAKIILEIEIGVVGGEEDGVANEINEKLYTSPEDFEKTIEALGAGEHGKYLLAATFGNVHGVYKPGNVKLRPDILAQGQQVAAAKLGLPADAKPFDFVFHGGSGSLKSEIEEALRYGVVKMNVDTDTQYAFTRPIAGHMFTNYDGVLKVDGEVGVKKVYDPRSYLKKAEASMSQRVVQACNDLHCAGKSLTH
Mtb BioA inh: blocks M. tuberculosis BioA enzyme activity | purified M. tuberculosis BioA enzyme, plate reader | inhibition, % at 9.99 µM | 360,000 tested, 0.096% active | AID 602481; in the data active means inhibition above about 40%
Rv3671c inh: inhibits the M. tuberculosis serine protease Rv3671c | P9WHR9 | inhibition, % at 5.96 µM | 320,000 tested, 0.048% active; in the data active means inhibition above about 38%;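 further: extracellular domain of Rv3671c used as enzyme; 0% = enzyme with DMSO and 100% = no enzyme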
* = called active by the depositor; i = inactive; · = no result given; + = active, no number; & = joins results of further samples. Some of the compounds tested; count on the stated rates, not on these rows.

SMILES | SARS 3CLpro inh | DUSP3 inh | SSB-PriA inh | GDH-TPI counter | MazF activator | Mtb UGM inh | Vc quorum ag | FBA Mtb inh | Mtb BioA inh | Rv3671c inh
COC(=O)c1sccc1NC(=O)CC1C(=O)NCCN1C(=O)c1ccc(C)c(C)c1 (configuration not stated) | 1 | 16 | -2 | 2 | 2 | -0.9 | -0.6 | 1 | -0.6 | 7
CCc1ccc(Oc2cc(Cl)nc(N)n2)cc1 | 2 | 3 | -19 | 5 | -3 | -0.2 | -0.3 | -1 | · | -2
Cc1ccc(C)c(CN2C(=O)c3ccccc3S(=O)c3ccc(C(=O)NCCCN4CCCC4)cc32)c1 (configuration not stated) | 4 | -9 | 9 | -4 | 22 | 3.2 | -0.2 | -5 | -1.9 | -6
COc1ccc(C2(C(=O)Nc3ccc(S(N)(=O)=O)cc3)CCCC2)cc1 | -3 | 15 | -8 | 0 | 5 | -0.2 | 0.1 | -1 | · | -1
CSCCC(C(=O)NCc1cccs1)N1C(=O)c2ccccc2C1=O (configuration not stated) | 4 | 19 | 0 | -4 | 4 | 1.0 | i | 0 | -0.3 | 0
O=C(Nc1ccc(S(=O)(=O)N2CCOCC2)cc1)c1cc(-c2ccccc2O)n[nH]1 | 1 | 21 | -1 | 19 | 3 | 0.0 | 3.7 | -3 | 1.1 | -17
COc1cccc(C(=O)N(C)c2nnc(-c3ccncc3)s2)c1 | -11 | 43 | -2 | 0 | -4 | -1.6 | -0.6 | 3 | · | -3
COc1ccc2c(c1)CCC/C2=N\NC(=O)c1ccoc1C | 4 | 29 | · | 0 | 2 | 4.0 | -0.3 | -3 | 0.6 | -9
COc1ccc(/C=C/C2=CC(C)(C)NC(=S)N2)c(OC)c1 | 5 | 17 | -16 | 2 | 7 | 0.2 | -0.2 | 0 | · | 9
Cc1cc(N2CCCC2=O)cc(C)c1S(=O)(=O)Nc1c(C)nn(C)c1C | -7 | 8 | -6 | -4 | 4 | 0.6 | -0.5 | -4 | 1.6 | -3
COCCCNC(=O)CN1C(=O)COc2ccc(S(=O)(=O)N3CCOCC3)cc21 | -3 | -3 | 1 | 8 | 6 | 0.9 | -3.9 | -4 | 0.0 | -1
CCOC(=O)N1CCN(C(=O)c2oc3ccc(S(=O)(=O)N4CCCCCC4)cc3c2C)CC1 | -4 | 0 | -1 | -8 | 5 | -3.9 | 1.9 | 5 | 0.9 | 6
Cc1ccccc1-n1c(CSC(=N)N)nc2ccccc2c1=O | 0 | 5 | 2 | 2 | 9 | 1.2 | i | 6 | 9.5 | 0
CCN(CC)CCCNC(=O)c1cc2c(=O)n(C)c3ccccc3c2n1C | 0 | 17 | 7 | 17 | -9 | 2.7 | -0.2 | 20 | -4.0 | 6
Cc1c(NC(=S)NC(=O)CC(C)C)c(=O)n(-c2ccccc2)n1C | 0 | 25 | -15 | -2 | 4 | -3.7 | -0.3 | -1 | · | 7
Cc1ccc(C(=O)NCC(=O)N(C)CC(=O)Nc2ccccc2Br)s1 | · | · | -9 | 0 | 0 | 1.2 | i | 4 | 3.4 | -1
COc1ccc(C(=O)NNC(=O)COC(=O)c2sccc2C)cc1 | · | · | 2 | 3 | 0 | · | -0.3 | 1 | -0.4 | 12
Cc1cc(C)n2ncc(/C(N)=N/OC(=O)Nc3ccccc3)c2n1 | -2 | -18 | · | 7 | -2 | -1.2 | -0.4 | 1 | · | 1
CC(=O)C1=C(O)C(=O)N(c2ccc(S(=O)(=O)Nc3nccs3)cc2)C1c1ccc(F)cc1 (configuration not stated) | 1 | 13 | -3 | 32* | 9 | 0.6 | -0.4 | -2 | 0.0 | 7
CC1(Oc2ccccc2-c2ccn[nH]2)CCN(Cc2ccc(OC(F)(F)F)cc2)C1 (configuration not stated) | · | · | · | 6 | · | · | -0.9 | 1 | -1.8 | ·
O=C(Cc1ccccc1)Nc1ccc(NC(=O)c2ccco2)cc1Cl | -5 | 2 | -11 | -9 | 27 | 1.5 | -0.4 | 2 | -0.1 | -8
COc1ccc([C@H]2/C=C\CN(S(=O)(=O)c3ccc4ccccc4c3)[C@@H](C)C(=O)N2Cc2ccc(F)cc2)cc1 | · | · | -1 | 5 | -17 | 1.6 | i | -4 | -1.0 | -14
CC(=C/c1ccc(C(C)C)cc1)/C=N/NC(=O)Cn1nnnc1N | 1 | 20 | i | 7 | -12 | 4.2 | i | 4 | -0.8 | 3
COc1ccc(S(=O)(=O)NCc2ccc(C(=O)N3CCc4ccccc4C3)cc2)cc1 | 9 | -2 | 7 | -2 | 1 | -0.7 | -0.4 | 1 | · | 3
Cc1ccc(S(=O)(=O)N2CCOCC2)cc1NC(=O)CSc1cccc[n+]1[O-] | -3 | 0 | -2 | 9 | 3 | 1.2 | -0.2 | -2 | · | -11

Four entries already listed, arranged by formula weight, lowest first.
SMILES | SARS 3CLpro inh | DUSP3 inh | SSB-PriA inh | GDH-TPI counter | MazF activator | Mtb UGM inh | Vc quorum ag | FBA Mtb inh | Mtb BioA inh | Rv3671c inh
COc1ccc(C(=O)NNC(=O)COC(=O)c2sccc2C)cc1 | · | · | 2 | 3 | 0 | · | -0.3 | 1 | -0.4 | 12
CSCCC(C(=O)NCc1cccs1)N1C(=O)c2ccccc2C1=O (configuration not stated) | 4 | 19 | 0 | -4 | 4 | 1.0 | i | 0 | -0.3 | 0
COCCCNC(=O)CN1C(=O)COc2ccc(S(=O)(=O)N3CCOCC3)cc21 | -3 | -3 | 1 | 8 | 6 | 0.9 | -3.9 | -4 | 0.0 | -1
CCOC(=O)N1CCN(C(=O)c2oc3ccc(S(=O)(=O)N4CCCCCC4)cc3c2C)CC1 | -4 | 0 | -1 | -8 | 5 | -3.9 | 1.9 | 5 | 0.9 | 6

(list continues)
SMILES | SARS 3CLpro inh | DUSP3 inh | SSB-PriA inh | GDH-TPI counter | MazF activator | Mtb UGM inh | Vc quorum ag | FBA Mtb inh | Mtb BioA inh | Rv3671c inh
O=C(N=Nc1c(O)[nH]c2ccc(Br)cc12)c1cc(-c2cccc3ccccc23)n[nH]1 | -4 | -4 | -5 | 1 | -3 | -2.2 | -0.3 | 3 | · | -35
CCOCC(=O)Nc1nc2ccccc2s1 | 0 | -1 | -15 | -13 | 0 | 2.3 | i | 2 | -8.3 | 6
CC(C)=CC(=O)O[C@H]1[C@@H]2[C@H](C)C(=O)O[C@@H]2C[C@@H](C)[C@@H]2[C@@H](O)CC(=O)[C@]21C | · | 15 | -6 | -4 | 2 | 2.0 | 0.6 | 1 | 0.4 | 9
COc1ccc(C(=O)Nc2ccccc2C(=O)NC(Cc2ccc(O)cc2)C(=O)NNC(=O)c2ccc(C)cc2)cc1 (configuration not stated) | 4 | 2 | -15 | -10 | 2 | 0.1 | -0.6 | -8 | -0.8 | -55
O=C(COC(=O)c1ccc(CO)cc1)NCc1cccs1 | -2 | 2 | -2 | 1 | 0 | 0.5 | i | -3 | 10 | -4
COc1ccc(C(=O)Nc2ccccc2-c2nnn(CC(=O)Nc3ccc4c(c3)OCCO4)n2)cc1 | 4 | 3 | -17 | 1 | -11 | -0.5 | i | -3 | -0.4 | -6
O=S(=O)(NC1=NCCCCC1)c1cccs1 | 2 | -1 | -5 | 18 | -14 | -1.4 | 6.7 | 1 | -2.7 | 5
CC(=O)Nc1ccc(C=CC=Cc2cccc([N+](=O)[O-])c2)cc1 | · | · | -14 | 18 | -2 | · | i | 1 | · | ·
COC(=O)/C=C1\N/C(=N\c2nc(C)cc(C)n2)N(c2ccc(C)c(C)c2)C1=O | -1 | 2 | · | 9 | 8 | -0.9 | -0.2 | 1 | -0.7 | 7
c1ccc(Oc2ccccc2-c2cc(NCCc3cccnc3)n3nccc3n2)cc1 | · | · | · | 8 | · | · | -0.8 | 17 | 0.2 | ·
CC/C(=N\NC(=O)c1nnn(-c2nonc2N)c1-c1ccc2c(c1)OCO2)c1ccccc1 | -1 | 20 | · | 6 | 6 | -2.9 | -0.3 | -2 | 0.6 | -3
C=C1C(C(=O)N2CCOCC2)C1C(=O)N1CCOCC1 (configuration not stated) | 3 | 22 | -36 | 1 | 1 | -1.9 | i | 3 | 0.2 | -7
CN1CCN(C(=O)c2cc3c(n(-c4ccccc4)c2=O)CC(C)(C)CC3=O)CC1 | -3 | 4 | -9 | 14 | 8 | 0.8 | -0.4 | -1 | -0.8 | -2
Cc1cc(NS(=O)(=O)c2ccc(NC(=O)Nc3cccc(Cl)c3)cc2)no1 | 6 | 6 | -6&-15 | -3 | 5 | 3.7 | -0.3 | -2 | 1.4 | -26
CCOCCOC(=O)NCCCCCCNC(=O)OCCOCC | 2 | 13 | -1 | 0 | 3 | 1.5 | -0.3 | -1 | · | 3
Cc1cccc(C2c3[nH]c4ccccc4c3CCN2C(=O)c2noc3c2CCCC3)n1 (configuration not stated) | -1 | 22 | 10 | -2 | 7 | -0.9 | i | 1 | · | -6
COc1ccc(/C=C(\C#N)C(=O)Nc2cc(S(=O)(=O)N3CCCCC3)ccc2N2CCCCC2)cc1 | 1 | -4 | 8 | 1 | 2 | -1.7 | 0.5 | 5 | -0.5 | -21
CC1CN(S(=O)(=O)c2cccc(C(=O)NCc3ccco3)c2)CC(C)O1 (configuration not stated) | · | · | -2 | 2 | 3 | 1.9 | i | 0 | -1.6 | -19
CCOC(=O)N1CCN(C(=O)CN(C)S(=O)(=O)c2ccc(OCC)cc2)CC1 | 5 | 7 | 5 | 3 | -4 | 0.5 | i | 5 | 0.0 | 4
Cc1c(CC(=O)N2CCC(C(N)=O)CC2)c(=O)oc2cc3c(cc12)CCC1(CCCCC1)O3 | 4 | 8 | -4 | 18 | 4 | -1.9 | -0.4 | + | 0.0 | 0
N#CC1=C(N)Oc2cc(O)ccc2C1C1CCCCC1 (configuration not stated) | 6 | 21 | -1 | 4 | -5 | -0.3 | -0.5 | 5 | 0.6 | -3
COc1ccccc1C(=O)NCC(=O)OC(C)C(=O)NC(=O)NC1CCCCC1 (configuration not stated) | 7 | -10 | -3 | -1 | -3 | -1.8 | -0.2 | -2 | -0.9 | -2
O=C1CN=C(c2ccccc2)c2ccccc2N1Cc1ccc(C(F)(F)F)cc1 | 2 | 3 | -14 | 9 | 0 | -3.2 | -3.8 | 0 | -0.9 | 3
OC(c1ccccc1)(c1nc(-c2cccc(F)c2)cs1)C(F)(F)F (configuration not stated) | · | · | · | -3 | · | · | i | -2 | -1.2 | ·
Cc1ccc(C(=O)NCCSCc2ccccc2)cc1[N+](=O)[O-] | 2 | -1 | 16 | 4 | -10 | -1.6 | i | -2 | 7.6 | 1
SMILES | SARS 3CLpro inh | DUSP3 inh | SSB-PriA inh | GDH-TPI counter | MazF activator | Mtb UGM inh | Vc quorum ag | FBA Mtb inh | Mtb BioA inh | Rv3671c inh
Cc1csc(CN(C)C(=O)CC2C(=O)NCCN2Cc2ccc(-c3ccccc3)cc2)n1 (configuration not stated) | 1 | 35 | 0 | 10 | 6 | 3.0 | -0.1 | 3 | · | -3
CCOC(=O)c1cc(-c2ccc(OC(F)F)cc2)nc2nc(SC)[nH]c(=O)c12 | 0 | 5 | -5 | 29 | 13 | 4.2 | -0.2 | 72* | · | 3
COc1ccc(C(=O)NCc2nnc(SCC(=O)Nc3cc(C)on3)o2)cc1OC | 2 | 14 | 7 | -7 | 12 | 1.8 | -1.0 | -7 | · | 10
CCOC(=O)c1c(C)[nH]c(C)c1C(=O)CN1C(=O)NC2(CCC(C)CC2)C1=O (configuration not stated) | 2 | -12 | -9 | 5 | 5 | 3.8 | i | 4 | -0.4 | -2
Nc1nc(Nc2ccccc2)nc(NCc2ccccc2)c1[N+](=O)[O-] | 7 | 13 | -1 | 18 | 12 | -0.6 | i | -4 | · | -10
O=C(CCCC(=O)N(CC(=O)NC1CCCCC1)c1ccc(F)cc1)Nc1ccccn1 | -1 | 0 | -2 | 5 | 8 | 0.4 | -1.6 | 5 | 0.4 | 2
Cc1c(C(=O)OC(C)C)sc(NC(=O)c2cccnc2)c1C#N | 1 | 10 | -5 | 21 | -5 | 2.4 | i | 0 | 1.1 | 1
